High-throughput results from PubChem BioAssay.
MsrA inhibitor: bovine MsrA enzyme inhibitors, primary screen, biochemical, absorbance, HTS | Methionine sulfoxide reductase A (Bos taurus) | purified bovine MsrA, absorbance read-out | inhibition, % at 15.5 µM | 360,000 tested, 0.75% active | AID 651718, 2012; in the data active means inhibition above about 4.5%;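 further: 0% = vehicle wells with enzyme and 100% = reference inhibitor wells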
MLLE-PAM2 inh: inhibitors of PABP1 MLLE–PAM2 peptide binding, primary screen, biochemical, fluorescence polarization, FITC-PAM2, GST-MLLE. inhibition, % at 20 µM. Polyadenylate-binding protein 1 (Homo sapiens), P11940. 360,000 tested, 0.36% active. AID 588489, 2011; in the data active means inhibition above about 35%, passing the limit was not always enough;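 further: plate controls were DMSO wells with GST-MLLE for no effect and wells lacking GST-MLLE protein for full effect; some results filed as inactive read as strong as hits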
NRP1-CendR mod: modulators of CendR peptide binding to NRP-1, primary screen, biochemical, fluorescence polarization, uHTS | AID 602438, 2012 | Neuropilin-1 (Homo sapiens), O14786 | FAM-RPARPAR peptide binding to NRP-1 | 360,000 tested, 0.85% active | inhibition, % at 25 µM;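 active means inhibition or corrected inhibition above about 18%, plus a signal ratio from 0.5 to 1.5, limit read from the data, passing the limit was not always enough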; further: strong numbers were not always called active
FAS-TE inh: FAS thioesterase domain inhibitors, primary screen, biochemical, fluorescence intensity, uHTS | recombinant FAS-TE, OMFH fluorogenic substrate, fluorescence endpoint | inhibition, % at 15 µM | AID 602261, 2012 | 360,000 tested, 0.67% active | Fatty acid synthase (Homo sapiens), P49327;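 active means compounds whose normalised, plate-corrected inhibition of enzyme fluorescence in the single-dose primary screen is 50% or more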;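 further: 0% = DMSO with enzyme and 100% = substrate without enzyme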
SKN-1 inh: suppressors of acrylamide-induced Pgst-4::GFP reporter in worms, primary screen, SKN-1 inhibitor project, whole organism, uHTS, GFP/RFP fluorescence ratio, strain VP596. C. elegans VP596 Pgst-4::GFP/RFP ratio, 24 h. inhibition, % at 21.8 µM. 360,000 tested, 0.49% active;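 active means interference check ratio from 0.5 to 1.5 plus GFP to RFP signal ratio inhibition reaching or exceeding a fixed threshold, cut at about 30% in these data, passing the limit was not always enough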; further: some compounds called inactive have numbers as strong as hits
TbMetRS inhib: T. brucei MetRS inhibitors, primary screen, biochemical, luminescence; methionyl-tRNA synthetase (Trypanosoma brucei brucei); inhibition, % at 11.9 µM; purified T. brucei MetRS, ATP depletion, Kinase-Glo luminescence; 360,000 tested, 0.4% active; AID 624268, 2012;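 active means inhibition above a per-plate cutoff of the control wells' mean inhibition plus 3 SD, cut at about 5.5% in these data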;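 further: 0% = DMSO wells median and 100% = median of wells with control inhibitor compound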
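Test system: purified T. brucei MetRS enzyme. Also added: ATP, methionine and E. coli bulk tRNA substrates. Compound: 11.9 µM single point. Schedule: 15 min enzyme-compound preincubation, 2 h reaction, 10 min detection, 25 °C. Signal: luciferase luminescence of residual ATP, Kinase-Glo. Evaluation: percent inhibition versus plate control medians. Controls: DMSO wells, low control.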
E coli Lon inh: inhibitors of E. coli Lon protease, primary screen, biochemical, fluorescence polarization; inhibition, % at 7.94 µM; purified E. coli Lon protease; P0A9M0; AID 602123, 2011; 360,000 tested, 0.42% active; in the data active means inhibition above about 13%, passing the limit was not always enough;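 further: 0% = enzyme with probe and DMSO and 100% = no enzyme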
Target sequence (P0A9M0 whole entry, looked up): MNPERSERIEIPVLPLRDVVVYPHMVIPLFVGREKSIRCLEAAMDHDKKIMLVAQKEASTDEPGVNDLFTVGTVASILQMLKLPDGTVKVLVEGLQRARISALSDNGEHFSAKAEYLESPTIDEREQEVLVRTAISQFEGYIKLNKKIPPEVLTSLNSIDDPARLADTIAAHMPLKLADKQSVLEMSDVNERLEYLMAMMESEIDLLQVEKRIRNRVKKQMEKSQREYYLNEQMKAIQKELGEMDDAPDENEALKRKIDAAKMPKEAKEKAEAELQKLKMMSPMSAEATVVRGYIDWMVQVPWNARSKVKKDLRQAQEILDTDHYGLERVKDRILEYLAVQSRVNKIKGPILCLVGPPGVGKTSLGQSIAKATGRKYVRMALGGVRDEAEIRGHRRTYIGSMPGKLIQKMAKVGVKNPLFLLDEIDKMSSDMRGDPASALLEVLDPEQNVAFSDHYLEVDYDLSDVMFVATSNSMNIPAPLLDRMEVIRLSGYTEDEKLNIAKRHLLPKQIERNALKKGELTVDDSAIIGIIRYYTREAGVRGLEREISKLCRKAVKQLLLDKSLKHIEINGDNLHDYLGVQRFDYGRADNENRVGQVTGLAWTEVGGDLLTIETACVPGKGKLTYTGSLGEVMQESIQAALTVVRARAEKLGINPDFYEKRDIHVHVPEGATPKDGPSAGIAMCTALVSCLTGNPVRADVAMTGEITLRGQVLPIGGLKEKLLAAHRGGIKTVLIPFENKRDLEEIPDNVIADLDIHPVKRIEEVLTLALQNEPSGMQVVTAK
MT1-MMP act inh: blockers of MT1-MMP proenzyme processing, primary screen, HT1080 RFP-PRO-GFP cells, GFP/RFP fluorescence | Matrix metalloproteinase-14 (Homo sapiens), P50281 | GFP/RFP ratio fluorescence, overnight; percent of plate control window, DMSO zero | GFP/RFP ratio change, % at 20 µM | 360,000 tested, 0.061% active;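 active means GFP/RFP ratio change of at least 30% with cell ATP level not reduced by more than half and red fluorescence within 50% of control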; further: strong numbers were not always called active
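Assay system: HT1080 RFP-PRO-GFP cells | Dosing: 20 µM single dose, 1% DMSO | Incubation: Cells overnight before dosing, compound overnight, 37 °C, 5% CO2 | Evaluation: GFP/RFP fluorescence ratio | Control set: DMSO-only wells and HT1080 RFP-L50D-GFP cell wells as references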
MsrA act: bovine MsrA enzyme activators, primary screen, biochemical, absorbance, HTS; Methionine sulfoxide reductase A (Bos taurus); purified bovine MsrA, absorbance read-out; activation, % at 10.6 µM; 360,000 tested, 0.3% active; in the data active means activation above about 7.5%;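 further: 0% = vehicle and 100% = reference activator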
The depositor's hits bear a star.

Second line of a record: MLLE-PAM2 inh	FAS-TE inh	MT1-MMP act inh	MsrA act	SKN-1 inh	MsrA inhibitor	E coli Lon inh	NRP1-CendR mod	TbMetRS inhib
- O=C(Nc1ccc(Cl)cc1)c1cc2nc(C3CC3)cc(C(F)(F)F)n2n1
    0	-1	-4	-4	11	0.3	-10	-11	-0.5
- CCN(CC)CCn1c(=S)[nH]c2cc(C(=O)NCCc3ccc(OC)c(OC)c3)ccc2c1=O
    -48	-2	2	1	-7	0.3	-14	3	0.1
- CCOC(=O)c1sc(-c2ccc(Cl)cc2Cl)nc1O
    19	-3	2	-3	2	2.0	0	-11	0.3
- O=C(NNC(=O)c1ccc(O)c(Cl)c1)c1cccc(S(=O)(=O)N2CCOCC2)c1
    7	-5	2	-7	7	0.9	-11	9	-0.9
- CCOc1ccccc1N1CCN(c2nc(N)c(C#N)c(CC#N)c2C#N)CC1
    -113	10	-15	1	10	2.2	-49	-51	0.6
- Cc1cccn2cc(-c3cccc(S(=O)(=O)N4CCCCC4)c3)nc12
    -1	10	2	-5	4	-0.9	6	9	-0.7
- Nc1nnc(SCC(=O)NC2CCCCC2)s1
    5	-10	-1	-2	21	-0.1	-1	-12	-0.6
- CC1=[N+](C)N(c2ccccc2)C(=O)C1N=C/C=C/c1ccccc1 (stereo not given)
    -7	-6	1	-1	10	0.3	0	2	0.2
- Cc1ccc(-c2c[n+]3c(n2-c2ccccc2)SCC3)cc1
    -14	-4	-6	5	-3	-0.6	-11	6	-0.5
- COc1cc(NC(=O)c2cccs2)c(OC)cc1NC(=O)CCC(=O)Nc1cccc2ncccc12
    -2	-3	-2	-3	9	0.6	1	-1	-0.4
- Cc1ccc(S(=O)(=O)N(CC(O)CN2C(=O)NC(C)(C)C2=O)c2ccccc2)cc1 (stereo not given)
    6	-2	0	1	15	-0.8	-3	1	-0.7
- Cc1c(CCC(=O)O)c(=O)oc2cc(O)ccc12
    1	-4	5	-1	12	2.0	9	-7	0.4
- c1cncc(C(c2nnnn2C2CCCC2)N2CCN(Cc3ccc4c(c3)OCO4)CC2)c1 (stereo not given)
    3	-4	2	-7	4	1.0	-5	1	-1.1
- Cc1cc(NS(=O)(=O)c2ccc(NC(=O)c3ccoc3C)cc2)nc(C)n1
    4	-6	-5	-1	3	1.0	-4	3	-1.1
- Cc1ccc(Nc2nnc(C)c3ccccc23)c(C)c1
    -5	-4	2	-1	1	-0.2	-1	10	-0.4
- Cc1cc(-c2ccc(S(=O)(=O)N3CCN(c4cccc(C(F)(F)F)c4)CC3)s2)on1
    3	32	-3	-7	-3	-0.6	8	-1	0.4
- Cc1cccc2c1NC(=O)C2=Nc1ccc(Cl)cc1
    6	-1	-3	-8	-19	0.3	4	-3	0.7
- CCn1c(SCC(=O)NCCc2ccc(F)cc2)nnc1-c1cccs1
    -5	-6	-1	0	-31	-0.3	-2	13	-0.3
- CC(=O)Nc1nc2ccccc2n1CCN1CCOCC1
    10	-2	-2	-4	3	1.0	0	19	0.3
- N#Cc1nc(-c2cccc3ccccc23)oc1NCC1CCCO1 (stereo not given)
    0	31	0	0	-8	1.8	-6	3	0.1
- COc1ccc2c(c1OC)C(=O)OC2Nc1nc(-c2cc3ccccc3oc2=O)cs1 (stereo not given)
    -6	-10	6	-4	19	2.4	2	-32	-0.8
- COc1cccc(NS(=O)(=O)c2ccc3[nH]cc(C(=O)NCCC(C)C)c(=O)c3c2)c1
    -13	-4	-5	2	-12	1.9	-2	0	1.1
- C[C@H]1CN([C@@H](C)CO)C(=O)c2cccc(NC(=O)C3CC3)c2O[C@H]1CN(C)S(=O)(=O)c1cccs1
    -8	-13	1	-2	-19	0.0	-3	-4	0.9
- CCC1=Nc2cc(C(=O)NCC3CCCO3)ccc2Sc2ccc(Br)cc21 (stereo not given)
    0	12	-12	-5	-5	0.4	-5	6	-1.2
- C/C(=N\NC(=O)c1ccccc1)c1ccccc1F
    -16	-10	4	-11	-4	-0.8	4	10	-0.6
- Cc1cc(C)cc(OCC(=O)NNC(=O)CCN2C(=O)c3ccccc3C2=O)c1
    8	0	-2	-3	7	1.7	2	12	0.2
- Cc1ccccc1NC(=O)c1cccc(N2C(=O)C3C4CCC(C4)C3C2=O)c1 (stereo not given)
    0	-3	4	0	10	-0.1	7	-5	-0.4
- O=C(Cn1cnc2c(cnn2-c2ccccc2)c1=O)N1CCCc2ccccc21
    0	1	2	1	-18	1.1	1	4	0.2
- O=C(CSc1nnc(CNC(=O)c2c(F)cccc2F)o1)NCc1ccc(F)cc1
    20	-4	-4	-7	-25	-0.2	5	10	-0.4
- CC(OC(=O)c1cc[n+]([O-])cc1)C(=O)Nc1ccc(Cl)cn1 (stereo not given)
    -7	-4	7	-1	2	-0.7	8	-44	-1.1
- CC(C)(C)NC(=O)C1CC(=O)OC12CCOC(C)(C)C2 (stereo not given)
    5	-9	-2	-2	1	-0.6	-1	-15	0.2
- COc1cc(SC)ccc1C(=O)Nc1cccc(S(=O)(=O)NC2=NCCC2)c1
    -65	0	1	-3	2	0.5	-6	3	-0.3
- O=C(NCC1CCCO1)C1CCN(CC2CCCCC2)CC1 (stereo not given)
    4	-7	-2	0	13	0.6	-4	12	0.3
- C[C@@H]1O[C@@H](O[C@H]2[C@H](O)[C@@H](O)[C@H](Oc3c(-c4ccc(O)cc4)oc4cc(O)cc(O)c4c3=O)O[C@@H]2CO)[C@H](O)[C@H](O)[C@H]1O
    8	-7	-4	-1	14	0.1	-1	13	-0.3
- CC(Cc1cccnc1)NC(=O)c1ccccc1OC1CCN(S(C)(=O)=O)CC1 (stereo not given)
    6	-5	3	-2	6	0.7	-7	-4	-0.3
- CC1(C)CC(=O)c2sc(NC(=O)CN3CCCCC3)nc2C1
    -3	-8	1	1	-21	5.2*	8	-12	-0.5
- Cc1cc(-c2nnc(CCC(=O)N(CC3CC3)CC3CCCO3)o2)no1 (stereo not given)
    -8	-6	-1	-3	-9	1.2	-8	-11	-1.1
- O=C(Cc1ccc(O)cc1)NC1CCCCCC1
    -5	1	0	0	19	0.2	12	6	-0.9
- O=C(Nc1ccccc1C(=O)NCc1cccnc1)c1ccccc1F
    -3	-6	-1	-1	16	-0.6	5	0	-0.2
- COCCNC(=O)CN1CCCCCC1
    5	-1	4	-3	-1	0.0	-1	26*	-0.7
- Cc1coc2c(C)c3oc(=O)c(CCC(=O)N(C)CC(=O)O)c(C)c3cc12
    1	-8	9	-11	2	0.1	-5	-4	-1.6
- CCC(O)C(C)(C)C (stereo not given)
    -4	-2	0	-2	-5	-0.4	4	-2	-0.7
- CCc1ccc(/C(C)=N/NC(=O)c2ccccn2)cc1
    5	-2	2	-3	-10	-0.3	1	6	0.2
- Cc1ccc(C(C(=O)NC2CCCCC2)N(Cc2ccccc2)C(=O)Cc2c[nH]c3ccccc23)o1 (stereo not given)
    3	16	-12	4	10	1.1	0	-10	-0.5
- O=c1cc(NCCO)c2ccccc2o1
    -12	-8	-3	0	24	-0.5	9	17	-0.1
- Cc1ccc[n+](/C(C(=S)NCc2ccco2)=C(/[O-])c2ccccc2Cl)c1
    1	-8	13	-4	26	1.0	-14	-2	-0.1
- OC1CCC2CN3CCc4c([nH]c5ccccc45)C3CC2C1 (stereo not given)
    26	-9	-19	-4	4	0.7	-5	-6	0.5
- CC(C)c1ccc(NC(=O)COC(=O)/C=C/c2cccc([N+](=O)[O-])c2)cc1
    17	-1	-2	0	3	0.3	-3	-1	0.4
- C/C(=N\NC(=O)c1ccc(Cn2cc([N+](=O)[O-])cn2)o1)c1cccc(NC(=O)C(C)C)c1
    2	0	2	2	7	1.2	-3	8	-0.3
- O=C(NCc1ccccc1)c1ccc(Oc2ccc(C(=O)NCc3ccccc3)cc2)cc1
    14	1	1	-1	12	-0.1	7	8	-0.2
- CCN(CC)S(=O)(=O)c1ccc(-c2nnc(SCC(=O)Nc3nc(C)cs3)o2)cc1
    -40	-6	10	-3	2	1.7	3	1	-0.2
- CCOc1ccc(NC(=O)C/C(C)=N/NC(=O)Cc2ccc(Cl)cc2)cc1
    2	-2	0	-2	13	0.5	2	9	-0.5
- NC(=O)[C@H]1CC2(CC(c3cccc(NC(=O)CC(c4ccccc4)c4ccccc4)c3)=NO2)CN1C(=O)CC(c1ccccc1)c1ccccc1 (stereo not given in full)
    -5	46	-3	-6	11	0.1	11	18	-0.4
- COc1ccc(CCNC(=O)CN(C)S(=O)(=O)c2ccc(OC)cc2)cc1
    3	1	3	-3	-7	-0.9	1	2	-1.6
- COc1ccc(NC(=O)c2ccco2)cc1NC(=O)c1ccc(Br)o1
    4	-3	7	-3	9	-1.1	-1	-12	-0.8
- CC1Cc2ccccc2N1C(=O)COC(=O)c1ccc(Cl)c(S(=O)(=O)N2CCOCC2)c1 (stereo not given)
    3	24	1	-8	9	-1.3	-7	5	-0.5
